# ASAP1 inh = inhibitors of human ASAP1 ArfGAP activity; Q9ULH1; ASAP1-stimulated ARF1 GTP hydrolysis, GDP FP detection; inhibition, % at 16.5 µM; 0.19% of 360,000 active; AID 624377; in the data active = inhibition above about 25%;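 note: 0% = vehicle with enzyme and substrate and 100% = no enzyme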
# TDP2 inh = blocks human TDP2 phosphodiesterase activity. O95551. recombinant TDP2, T5PNP hydrolysis, p-nitrophenol absorbance 415 nm. inhibition, % at 12.8 µM. 0.34% of 370,000 active;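 active = inhibition above the mean of all tested compounds plus 3 SD, set per campaign, cut at about 25% in these data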;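 note: 0% = DMSO with enzyme and 100% = buffer with substrate but no TDP2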
#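 Test system: Human TDP2 enzyme | Reagent: 5 mM T5PNP | Compound dosing: 12.8 µM single point, 1% DMSO | Incubation: Enzyme reaction with compound for 2 h at 37 °C | Technique: p-Nitrophenol epi absorbance | Read-out: % inhibition relative to enzyme-containing and enzyme-free wells | Benchmarks: High control without enzyme, low control DMSO plus TDP2 | Replicates: Singlicate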
# ADAM10 inh = ADAM10 inhibition, QFRET primary screen; recombinant ADAM10, EDANS/DABCYL FRET peptide cleavage, 3 h; AID 720582; 0.62% of 370,000 active; inhibition, % at 7 µM;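 active = inhibition above a per-campaign cutoff equal to the mean of compounds falling between control-based bounds plus 3 SD, cut at about 20% in these data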;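 note: 0% = DMSO wells while the 100% control is not disclosed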
# SIAE inh = inhibitors of human sialic acid acetylesterase SIAE | Q9HAT2 | SIAE FP-Rh probe binding, fluorescence polarization | inhibition, % at 9.66 µM | 0.69% of 370,000 active;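 active = inhibition above a cutoff: mean of compounds within the control limits plus 3 SD of those, cut at about 17% in these data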;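 note: 0% = plate median of compound wells and 100% = probe without SIAE protein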
# PLC-beta3 inh = PLC-beta3 (human) inhibition, primary screen; Q01970; inhibition, % at 12.2 µM; AID 720704; Purified PLC-beta3, fluorogenic substrate, fluorescence; 0.18% of 370,000 active; in the data active = inhibition above about 11%;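 note: 0% = median of compound wells on plate and 100% = full blocker control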
# ARFGAP1 inh = inhibits rat ARF GTPase activating protein 1. Q62848. Arfgap1-stimulated ARF1 GTP hydrolysis, GDP FP detection. inhibition, % at 16.5 µM. 0.26% of 360,000 active. AID 651572;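 active = inhibition above a per-plate limit, mean inhibition of low control wells plus 3 SD, cut at about 25% in these data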;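 note: 0% = DMSO wells with enzyme and 100% = wells lacking Arfgap1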
#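 System: truncated rat Arfgap1 GAP domain / Benchmarks: high control wells lacking Arfgap1, low control full reaction with DMSO / Times: compound-enzyme preincubation 20 min, reaction 120 min, detection 60 min, 25 °C / Repeats: one replicate per compound / Also added: human ARF1(Δ1-17)-GTP substrate / Measured by: Tracer-displacement fluorescence polarization with EDTA stop, 620/688 nm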
# PLC-gamma1 inh = PLC-gamma1 (human) inhibition, primary screen; P19174; purified PLC-gamma1, fluorogenic substrate, fluorescence; inhibition, % at 12.2 µM; 0.84% of 370,000 active; in the data active = inhibition above about 9.5%
# ADAM17 inh = ADAM17 inhibition, QFRET primary screen; recombinant ADAM17, EDANS/DABCYL FRET peptide cleavage; inhibition, % at 6.95 µM; 0.83% of 370,000 active;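 active = inhibition above the mean of compounds lying between control limits plus 3 SD, set per campaign, cut at about 8.5% in these data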;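 note: 0% = DMSO-only wells as the low control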
# Target sequence (P78536 215-824 limits assumed): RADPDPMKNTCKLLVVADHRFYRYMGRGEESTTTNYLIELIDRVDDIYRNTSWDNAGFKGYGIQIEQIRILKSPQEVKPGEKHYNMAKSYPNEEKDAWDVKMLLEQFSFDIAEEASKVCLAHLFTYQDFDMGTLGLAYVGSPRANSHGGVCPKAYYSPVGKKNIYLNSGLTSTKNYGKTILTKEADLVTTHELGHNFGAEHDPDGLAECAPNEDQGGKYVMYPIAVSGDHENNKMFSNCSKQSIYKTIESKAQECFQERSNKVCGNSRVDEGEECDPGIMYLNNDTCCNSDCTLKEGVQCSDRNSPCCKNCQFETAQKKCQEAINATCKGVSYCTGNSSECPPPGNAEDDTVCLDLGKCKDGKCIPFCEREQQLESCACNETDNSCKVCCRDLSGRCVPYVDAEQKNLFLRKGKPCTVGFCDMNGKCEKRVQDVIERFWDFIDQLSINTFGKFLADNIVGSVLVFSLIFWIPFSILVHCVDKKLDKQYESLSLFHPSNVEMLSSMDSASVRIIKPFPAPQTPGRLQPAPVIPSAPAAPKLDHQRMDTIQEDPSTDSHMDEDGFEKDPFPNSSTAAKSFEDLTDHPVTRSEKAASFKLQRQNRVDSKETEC
# Tn6 DDE FP = inhibitors of Tn6 peptide binding to human fibrin DD(E); Fibrin DD(E) TRITC-Tn6 fluorescence polarization displacement; inhibition, % at 8.3 µM; 0.21% of 370,000 active;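 active = inhibition above a per-campaign cutoff: mean of compounds within control limits plus 3 SD, cut at about 15% in these data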;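 note: 0% = median of all compound wells on the plate and 100% = blocking peptide control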
# Target sequence (P02675 whole entry, looked up): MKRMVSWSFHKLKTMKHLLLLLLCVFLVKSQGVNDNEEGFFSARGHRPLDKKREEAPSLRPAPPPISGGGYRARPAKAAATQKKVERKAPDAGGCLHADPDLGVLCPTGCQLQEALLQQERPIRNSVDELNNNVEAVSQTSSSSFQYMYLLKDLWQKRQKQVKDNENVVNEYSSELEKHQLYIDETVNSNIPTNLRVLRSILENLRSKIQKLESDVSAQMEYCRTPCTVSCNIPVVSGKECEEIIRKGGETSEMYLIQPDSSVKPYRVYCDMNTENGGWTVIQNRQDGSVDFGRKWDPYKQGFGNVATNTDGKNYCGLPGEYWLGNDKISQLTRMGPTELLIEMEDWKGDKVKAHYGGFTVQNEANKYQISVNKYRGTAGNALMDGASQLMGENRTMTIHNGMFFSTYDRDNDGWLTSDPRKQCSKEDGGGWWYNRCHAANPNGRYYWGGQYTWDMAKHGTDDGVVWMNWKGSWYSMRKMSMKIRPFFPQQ
# DDE Tn7 FP inh = inhibitors of Tn7 peptide binding to human fibrin DD(E); AID 720508; inhibition, % at 8.3 µM; 0.13% of 370,000 active; P02675; FP displacement of FITC-Tn7 peptide from fibrin DD(E); 0% = median of compound wells per plate;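 active = inhibition above the mean of compounds falling within the control limits plus 3 SD of them, cut at about 14% in these data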;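 note: 0% = plate median of compound wells and 100% = 10 µM Aha-Tn7 peptide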
#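 Assay system: Human clot-derived fibrin DD(E) complex | Buffer or medium: Tris/NaCl/CaCl2 buffer, pH 7.8 | Repeats: One replicate per compound | Benchmarks: Aha-Tn7 high control | Measure: % inhibition scaled between sample-field median and high-control FP | Schedule: 10 min plus 3 h, room temperature | Signal: Fluorescence polarization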
# * marks the source's active call; other numbers are inactive results; nt = not tested or not shown. This is a random part of the collection. About 3.6% of those tested had a hit in this group.
SMILES	ASAP1 inh	TDP2 inh	ADAM10 inh	SIAE inh	PLC-beta3 inh	ARFGAP1 inh	PLC-gamma1 inh	ADAM17 inh	Tn6 DDE FP	DDE Tn7 FP inh
CC(=O)c1ccc(Nc2nc3ccc(C)cc3n3cnnc23)cc1	19.7	0.2	-4.8	-10.6	-88.8	-17.6	-64.6	-0.3	3.3	-3.6
CN(C)S(=O)(=O)c1cccc(C(=O)Nc2ccccc2)c1	2.3	8.2	5.2	-2.4	1.2	-0.3	-0.1	-0.2	-9.6	-4.9
CN(C)C(=O)c1ccc(NC(=O)COc2ccc([N+](=O)[O-])cc2)cc1	0.9	6.1	-4.6	5.3	-3.0	-11.6	0.0	-1.4	-6.0	3.3
COc1cccc(CNC(=O)C2CCN(C(=O)N3CC(C)Oc4ccccc43)CC2)c1 (stereo not drawn)	-2.0	0.7	-6.4	-6.5	1.0	-2.8	0.7	-0.4	4.6	-3.0
Cc1cccc(C)c1NC(=O)C(c1ccccc1)n1c(=O)c(-c2ccco2)nc2ccccc21 (stereo not drawn)	5.3	7.8	-131.8	-4.5	-95.1	1.2	-68.8	-38.7	0.8	2.7
COC(=O)c1ccc(C(=O)OC)c(NC(=O)CN2CCC(C)CC2)c1	13.9	1.1	-12.1	-1.6	-10.2	2.5	-2.9	-4.0	-6.0	-3.6
COC(=O)CCSc1cc([N+](=O)[O-])cc2c1c(C1OCCO1)nn2-c1ccccc1	5.7	3.9	2.2	0.8	-5.6	-8.9	-1.9	3.7	-2.2	2.4
C=CCNc1nc(Cl)nc(Nc2ccc([N+](=O)[O-])cc2)n1	4.7	10.5	-2.1	-1.2	-1.8	-5.8	0.8	0.6	5.5	2.7
Cc1onc(-c2c(F)cccc2Cl)c1C(=O)NC(=S)NC1CCSC1=O (stereo not drawn)	1.8	12.4	5.4	-0.7	2.5	4.6	2.9	2.2	-1.9	-4.2
CCc1cccc(C)c1NC(=O)COC(=O)Cc1ccccc1	-2.1	8.7	5.7	3.4	1.3	-1.5	2.5	1.1	4.0	7.6
COc1ccc(/C=C/C(=O)N2CCCc3ccccc32)c(OC)c1	-0.7	0.4	1.4	-4.0	-5.5	-4.7	1.2	3.9	8.4	-9.6
O=C(CN(C1CCCCC1)S(=O)(=O)c1ccc(Cl)cc1)NCCCO	-7.9	-3.6	0.0	-0.1	-0.1	-1.5	1.2	-0.9	2.0	3.8
CN(C)c1ccc(C(=O)NCc2ccc3c(c2)CCO3)cc1	15.6	15.8	-7.6	0.5	-5.1	-0.9	-1.7	-3.9	-2.6	0.2
Cc1ccc(CCNC(=O)C2CCCN(C(=O)N(C)C)C2)cc1 (stereo not drawn)	1.0	1.9	-2.8	6.0	-0.1	-5.0	-2.2	-1.4	-0.6	-3.3
CN1CCN(C(=O)C2=C[C@@H](c3ccccc3)C[C@@H](OCCCCO)O2)CC1	0.4	-2.2	0.2	-2.4	-0.8	-5.3	-2.5	-3.0	-2.4	4.9
COc1cc2c(cc1OC)CC(=O)N(C)CC2	1.9	6.9	3.0	1.1	2.5	-1.1	3.6	0.3	-7.5	0.3
COc1cccc(SCC2CSc3nc4ccccc4c(=O)n32)c1 (stereo not drawn)	7.2	1.9	-10.0	-2.3	-4.4	-0.2	-3.6	-0.6	2.0	-2.5
COc1cccc(/C=N/Nc2nn3cnnc3c3ccccc23)c1O	-3.9	-5.5	-3.0	15.3	-1.4	7.7	-0.3	-5.2	-4.8	-13.5
Cc1cc(NS(=O)(=O)c2ccc(NC(=O)c3ccoc3C)cc2)nc(C)n1	-4.5	3.3	-12.7	-5.0	-1.4	5.0	-1.9	-6.1	2.6	6.2
Brc1cccc(CN2CCN(c3ncc(Cc4ccccc4)cn3)CC2)n1	5.2	3.5	-3.1	1.9	3.4	2.5	5.8	3.0	6.7	-2.4
Cc1ccc(NC(=O)N2CCC(NC(=O)c3ccco3)CC2)cc1	0.3	-11.5	-0.2	7.8	-4.3	4.9	-0.9	1.2	5.2	6.8
CC1CCCCC1NCc1cccc([N+](=O)[O-])c1 (stereo not drawn)	3.0	8.0	3.5	1.1	3.8	11.1	0.0	-1.7	3.4	-0.8
Cc1cccc(Oc2ccc(NC(=O)C3=CC=CN4CCS(=O)(=O)N=C34)cc2)c1	11.0	6.8	-0.9	-4.1	-11.5	5.1	-3.9	-0.5	1.5	7.0
COc1ccc(NS(=O)(=O)c2cc3c(cc2C)NC(=O)CO3)c(OC)c1	-19.7	0.4	-4.3	6.7	5.9	1.1	4.4	2.9	3.3	-1.7
CCN1CCN(c2ccc(S(=O)(=O)N3CCCCC3)cc2NC(=O)c2cccc(C)c2[N+](=O)[O-])CC1	6.8	5.1	0.3	4.1	-2.4	8.3	0.8	2.3	2.4	-2.9

# A draw from above in order of number of heavy atoms, smallest number first:
SMILES	ASAP1 inh	TDP2 inh	ADAM10 inh	SIAE inh	PLC-beta3 inh	ARFGAP1 inh	PLC-gamma1 inh	ADAM17 inh	Tn6 DDE FP	DDE Tn7 FP inh
COc1cccc(SCC2CSc3nc4ccccc4c(=O)n32)c1 (stereo not drawn)	7.2	1.9	-10.0	-2.3	-4.4	-0.2	-3.6	-0.6	2.0	-2.5
COC(=O)c1ccc(C(=O)OC)c(NC(=O)CN2CCC(C)CC2)c1	13.9	1.1	-12.1	-1.6	-10.2	2.5	-2.9	-4.0	-6.0	-3.6
COc1cccc(CNC(=O)C2CCN(C(=O)N3CC(C)Oc4ccccc43)CC2)c1 (stereo not drawn)	-2.0	0.7	-6.4	-6.5	1.0	-2.8	0.7	-0.4	4.6	-3.0

# (more compounds)
SMILES	ASAP1 inh	TDP2 inh	ADAM10 inh	SIAE inh	PLC-beta3 inh	ARFGAP1 inh	PLC-gamma1 inh	ADAM17 inh	Tn6 DDE FP	DDE Tn7 FP inh
O=C(CC1CCCC1)N1CC[C@H]2[C@H](CCCN2Cc2ccccc2)C1	nt	-0.2	5.2	-1.3	3.1	nt	1.8	-2.0	-0.8	1.0
CCN(CC)CCn1c2c(c(SCC(=O)Nc3ccccc3Cl)nc1=O)CCCC2	-8.4	-4.3	-5.8	-0.1	-6.6	-21.8	0.1	-1.6	1.3	-1.5
Cc1ccc(OCCSc2nc3ncnc(N)c3[nH]2)cc1	8.7	-4.1	-9.3	-2.5	0.4	-6.5	0.6	-1.9	-3.3	0.8
CCCCN(C(=O)c1cccs1)C1CCS(=O)(=O)C1 (stereo not drawn)	0.2	-3.4	-8.2	3.7	-2.9	-10.0	-2.1	-1.5	1.9	0.0
Cc1nn(-c2ccccc2)c(C)c1NC(=O)COC(=O)Cc1cccc(C(F)(F)F)c1	3.3	5.8	-7.7	-0.3	-6.9	1.1	4.1	-2.5	-8.6	5.0
Cc1cccc2nc(-c3cccc(NC(=O)c4ccc(Cl)cc4)c3)cn12	15.3	-15.4	-24.2	-41.4	1.3	57.7*	1.4	-1.0	1.0	-12.0
O=S(=O)(c1ccc(Br)cc1)N1CCN=C1SCc1cccc(F)c1	0.3	5.3	2.3	2.9	-6.7	11.3	0.7	1.8	2.6	-3.0
CCc1c(C)nc(SCC(=O)NNC(=O)Cc2ccc(OC)cc2)[nH]c1=O	-6.1	12.0	4.9	15.5	-6.9	4.9	-2.0	-3.5	-1.8	8.5
CC1CN(c2oc(-c3ccco3)nc2C#N)CC(C)O1 (stereo not drawn)	-10.9	6.5	-236.0	1.6	-22.2	8.7	-18.4	-66.8	-1.0	0.2
Cc1cc2nc(-c3cccc(Cl)c3)c(Cc3ccsc3)n2c(C)c1Br	13.1	9.2	-19.4	4.6	-41.5	0.4	-25.8	-9.3	1.8	6.7
CCOCCCNC(=O)C(Cc1ccccc1)NC(=O)c1ccco1 (stereo not drawn)	5.1	10.3	5.5	6.9	1.2	7.1	-2.6	-0.7	4.6	0.2
CCc1ccc(NC(=O)C(C)Sc2nnc(CN3CCCC3)o2)cc1 (stereo not drawn)	6.5	9.0	-5.0	18.8*	-4.1	1.8	4.4	-8.7	-0.1	-1.4
CCOc1ccc(Br)cc1S(=O)(=O)Nc1ccc(C(=O)OCC(=O)Nc2ccc(C#N)cc2)cc1	11.4	-7.4	0.9	-11.7	-6.0	11.8	0.8	1.4	3.4	0.8
COc1ccc(N2CC(C(=O)Nc3ccc(N4CCOCC4)cc3)CC2=O)cc1 (stereo not drawn)	-0.7	-16.1	-3.2	-4.3	9.2	6.2	4.4	-0.9	3.8	8.8
CCCn1c(=O)c(C(=O)NNS(=O)(=O)c2ccc(NC(=O)OC)cc2)c(O)c2ccccc21	10.6	9.7	-4.7	10.5	-2.9	-8.2	1.0	-3.1	-4.7	-2.8
COc1ccc(S(=O)(=O)Nc2ccncc2)c(C)c1C	-11.8	8.2	-2.5	2.4	-57.0	-7.0	1.3	0.1	3.2	4.9
Cc1cc(C)n(C(=O)c2cccc(S(=O)(=O)N3CCCC3)c2)n1	2.9	1.0	-3.2	1.9	2.2	-4.1	0.7	-3.8	3.4	-2.9
COC(=O)CCCC1=CC2=CC(=O)C(C)(OC(=O)c3cccs3)C(=O)C2=CN1CC1CC1 (stereo not drawn)	-11.5	16.1	2.6	5.1	-15.8	4.7	-13.5	-1.3	3.1	3.2
CC12CN3CC(C)(CN(C1)C3c1ccc(Cl)cc1)C2 (stereo not drawn)	2.4	-9.6	3.4	-1.3	-2.7	-3.2	1.9	0.4	1.8	-0.5
O=C(COC(=O)/C=C/c1ccccc1Cl)NC1CC1	-7.6	-1.5	-12.5	-1.9	1.9	7.6	2.3	-4.3	-5.1	0.9
COC(=O)C(Cc1ccccc1)NC(=O)CC(C)CC(=O)Nc1ccc(OC)cc1OC (stereo not drawn)	-5.9	-13.9	6.6	0.3	3.2	-3.5	0.0	-2.8	2.0	-5.8
COc1ccc(-n2c(Cn3nc(C(F)(F)F)cc3C)n[nH]c2=S)cc1	9.2	7.5	-9.1	5.2	1.5	4.4	-0.7	-2.1	7.6	-8.6
c1ccc(CSc2nnc(-c3c[nH]c4ccccc34)o2)cc1	7.6	7.6	7.2	-3.1	-1.6	9.7	0.1	1.3	-0.6	0.6
O=C(COC(=O)C1CC(O)CN1S(=O)(=O)c1ccc(Cl)cc1)c1cccc(Cl)c1 (stereo not drawn)	12.9	9.8	2.5	0.5	3.4	7.3	2.1	-0.8	0.2	-0.7
CCc1nc(SCC(=O)c2c[nH]c3ccccc23)n[nH]1	0.3	-11.3	0.8	-0.4	-1.3	4.2	-1.9	-0.8	0.2	-6.8
O=C(C(=O)N1CCC(CNS(=O)(=O)Cc2ccccc2)CC1)c1cc2ccccc2o1	-10.9	12.1	0.4	-2.9	-1.9	10.3	-2.3	-3.0	-4.2	2.4
